Assay outcomes as filed in PubChem BioAssay.
CHO-K1 Ca ag = M1 agonist counterscreen hit in parental CHO-K1 cells. Fluo-8 calcium fluorescence; scaled to maximal ATP response, vehicle zero. activation, % at 3 µM. actives 0.48% (n = 360,000); in the data active = activation above about 15%;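 also: untransfected CHO-K1 host cells lacking M1 receptor as counterscreen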
M1 ag = agonists of human M1 muscarinic receptor; P11229; CHO-K1 hM1, Fluo-8 calcium fluorescence, agonist mode; 0% DMSO, 100% acetylcholine EC100; activation, % at 3 µM; actives 0.33% (n = 360,000); AID 588814;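 active = activation above the run's mean compound activation plus 3 SD, cut at about 16% in these data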;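 also: peak over basal fluorescence ratio within a 140 s kinetic read after compound addition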
TAAR1 antag = antagonists of human TAAR1 | Q96RJ0 | CHO RD-HGA16 TAAR1, Fluo-8 calcium fluorescence, antagonist | inhibition, % at 3 µM | actives 1.5% (n = 360,000);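 active = inhibition above a per-plate cutoff, the mean inhibition of test compounds on that plate plus 3 SD, cut at about 49% in these data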;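 also: 0% = DMSO plus EC80 beta-PEA response and 100% = DMSO alone without agonist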
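Material: CHO RD-HGA16 cells bearing hTAAR1; compound dosing: one-point dosing, 3 µM nominal final; schedule: dye loading 75 min at 37 °C, then 30 min room temperature; measured by: calcium fluorescence with Fluo-8; control set: vehicle and agonist controls; replication: n of 1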
CHO-K1 Ca antag = M1 antagonist counterscreen hit in parental CHO-K1 cells; ATP-induced calcium, Fluo-8 fluorescence; actives 0.6% (n = 360,000); inhibition, % at 3 µM;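 active = inhibition above a per-plate cutoff, the plate's mean sample inhibition plus 3 SD, cut at about 24% in these data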;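 also: 0% = DMSO plus EC80 ATP and 100% = DMSO alone without ATP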
CHO parental Ca = counter-screen for OX1R antagonists: effect in parental CHO cells. inhibition, % at 5.6 µM. AID 463079. parental CHO-K1, ATP-induced calcium, Fluo-8 fluorescence. actives 0.63% (n = 330,000);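 active = inhibition above that plate's mean sample inhibition plus 3 SD, cut at about 26% in these data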;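 also: 0% = ATP-challenged DMSO wells and 100% = DMSO wells without ATP; some compounds past the cut are filed as inactive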
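Material – parental CHO cells · Reagent – ATP stimulus · Compound – single nominal dose of 5.6 µM per compound · Detection – Fluo-8 fluorescence · Read-out basis – percent inhibition of calcium signal · Controls – ATP-challenged DMSO wells low, unchallenged DMSO wells high · Repeats – no replicates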
CHO-K1 Ca PAM = nonselective activator or artifact in parental CHO-K1 calcium assay; activation, % at 3 µM; actives 0.02% (n = 360,000); AID 602247; ATP EC20, Fluo-8 calcium fluorescence; 0% at ATP EC20, 100% at ATP max;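 active = activation above the run cutoff, the mean activation of all test compounds plus 3 SD, cut at about 40% in these data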;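 also: peak over basal fluorescence ratio in a 140 s read after ATP addition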
V1R ag counter = activates human V1a receptor in oxytocin agonist counter-screen. CHO-V1R cells, Fluo-8 calcium fluorescence, agonist mode; 0% DMSO, 100% 3 nM vasopressin. activation, % at 3 µM. actives 0.25% (n = 320,000). AID 2797;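 active = activation above the mean activation of all tested compounds plus 3 SD, per screening run, cut at about 20% in these data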;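 also: signal is peak over basal fluorescence ratio across a 100 second FLIPR read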
Target sequence (P37288 whole entry, looked up): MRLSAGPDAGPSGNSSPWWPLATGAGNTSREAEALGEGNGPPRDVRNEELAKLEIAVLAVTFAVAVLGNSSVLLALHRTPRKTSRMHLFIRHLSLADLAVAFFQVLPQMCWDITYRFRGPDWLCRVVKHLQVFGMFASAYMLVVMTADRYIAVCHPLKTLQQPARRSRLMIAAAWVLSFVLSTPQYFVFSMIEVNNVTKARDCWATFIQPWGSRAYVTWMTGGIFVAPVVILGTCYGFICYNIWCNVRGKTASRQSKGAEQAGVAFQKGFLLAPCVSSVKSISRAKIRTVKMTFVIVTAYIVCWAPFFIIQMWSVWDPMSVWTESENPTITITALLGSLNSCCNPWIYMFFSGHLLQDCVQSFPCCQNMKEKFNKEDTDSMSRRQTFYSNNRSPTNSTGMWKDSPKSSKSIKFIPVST
OXTR potentiator = human OXTR potentiation | activation, % at 3 µM | CHO-OTR cells, Fluo-8 calcium fluorescence, potentiator mode; 0% = oxytocin EC15, 100% = EC100 | actives 0.061% (n = 320,000);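 active = activation above that plate's cutoff, the mean activation of tested compounds plus 3 SD, cut at about 6.6% in these data, passing the limit was not always enough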;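 also: 100% uses oxytocin at 75 nM as the full agonist control; some results filed as inactive read as strong as hits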
Target sequence (P30559 whole entry, looked up): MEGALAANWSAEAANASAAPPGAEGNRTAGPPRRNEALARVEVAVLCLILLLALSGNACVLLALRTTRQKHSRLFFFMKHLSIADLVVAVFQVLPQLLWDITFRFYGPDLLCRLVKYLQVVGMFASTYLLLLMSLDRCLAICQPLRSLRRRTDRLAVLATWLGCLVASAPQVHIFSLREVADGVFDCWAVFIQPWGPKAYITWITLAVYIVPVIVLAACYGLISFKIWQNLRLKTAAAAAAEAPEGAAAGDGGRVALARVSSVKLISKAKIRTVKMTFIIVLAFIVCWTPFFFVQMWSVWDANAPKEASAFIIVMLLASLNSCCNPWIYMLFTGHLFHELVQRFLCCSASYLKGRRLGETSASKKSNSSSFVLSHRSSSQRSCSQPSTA
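assay system = CHO-OTR cells, human receptor | schedule = compound 6 min at room temperature before oxytocin, 100 s read | detection = Fluo-8 intracellular calcium fluorescence, ex 470-495, em 515-575 nm | evaluation = normalized max/min fluorescence ratio, % activation | control set = EC15 oxytocin alone as 0%, 75 nM oxytocin (EC100) as 100%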
TAAR1 ag = human TAAR1 agonism; actives 0.99% (n = 360,000); AID 624467; activation, % at 3 µM; CHO RD-HGA16 TAAR1, Fluo-8 calcium fluorescence; vehicle wells 0%, saturating PEA agonist 100%;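 active = activation above the mean activation of all test compounds in the run plus 3 SD, cut at about 38% in these data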
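Test system: RD-HGA16 (CHO) cells co-expressing Gα16 and hTAAR1; dosing: one-point dosing at 3 µM (nominal); timing: 17-24 h seeding, 75 min 37 °C dye, 30 min RT; signal: kinetic Fluo-8 calcium fluorescence; read-out basis: % activation relative to PEA EC100 response; controls: DMSO and PEA EC100; replicates: n 1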
The depositor's hits bear a star; x = not tested or not shown.

SMILES | CHO-K1 Ca ag | M1 ag | TAAR1 antag | CHO-K1 Ca antag | CHO parental Ca | CHO-K1 Ca PAM | V1R ag counter | OXTR potentiator | TAAR1 ag
CCOC(=O)CNC(=S)N(Cc1cccs1)C1CCCC1 | 1.1 | -10 | -4 | -12 | -3 | 23 | 0.2 | -2 | 3
COc1ccc(-c2[nH]ncc2CN(C)C(C)c2ccncn2)c(F)c1 (configuration not stated) | 0.3 | -6 | -2 | -18 | -4 | 10 | -0.8 | -7 | 1
CC(Oc1ccccc1)C(=O)Nc1c2c(nn1-c1ccccc1)CS(=O)(=O)C2 (configuration not stated) | 0.7 | -3 | 0 | -6 | -7 | 3 | 1.1 | -1 | 1
CCOC(=O)c1cccc(NC(=O)CN2C(=O)C3C4C=CC(C4)C3C2=O)c1 (configuration not stated) | -0.3 | -2 | 8 | 4 | -12 | 8 | -1.0 | 5 | 1
COc1cccc(CN2CC(C(=O)NCc3cnn(C)c3)CCC2=O)c1 (configuration not stated) | 0.5 | -2 | -3 | -2 | -11 | -4 | -0.3 | -2 | 2
CCn1cnc2cc(NCc3ccc(OC)cc3)ccc21 | 1.6 | -6 | 2 | -6 | -5 | 8 | 1.9 | -3 | 4
Cc1cccc(NC(=O)CSc2nc(N)c(NC(=O)c3ccccc3F)c(=O)[nH]2)c1 | 0.4 | -3 | -10 | -2 | -7 | 1 | -0.5 | -4 | 2
CC1CCc2ccccc2N1C(=N)N(C)C (configuration not stated) | 1.7 | -6 | -14 | -21 | -10 | -14 | 0.7 | -16 | 1
CNC(=O)/C(C#N)=C/c1ccc(-c2ccc(OC)cc2[N+](=O)[O-])o1 | 0.5 | -2 | -4 | -4 | 10 | 10 | -0.6 | -10 | 3
COc1ccc(C(CNC(=O)c2ccc(-c3ccccc3Cl)o2)N2CCCC2)cc1 (configuration not stated) | 1.9 | -7 | -11 | -11 | x | -9 | x | x | 42*
CC1CCCC(C)N1CCNC(=O)Nc1ccc(Cl)cc1 (configuration not stated) | 1.8 | -8 | 0 | 2 | -8 | -1 | 2.9 | 6 | 15
Cc1cc(C)n(/C(=C\N(C)C)C(=O)c2ccc(Cl)cc2)n1 | 0.0 | -4 | -8 | -13 | 10 | 8 | -1.1 | -3 | 2
Cc1ccc(C(=O)N/N=C2\CCc3ccccc32)c(C)c1 | 0.0 | -6 | -10 | 1 | -8 | 19 | 0.4 | -2 | -1
CC1CCC/C(=N\Nc2ccc(Cl)c(C(=O)O)c2)C1 (configuration not stated) | 0.1 | 0 | -2 | 3 | 6 | -1 | 0.2 | 2 | 1
Cc1nnc2ccc(N3CCN(c4cccc(C(F)(F)F)c4)CC3)nn12 | 0.5 | -2 | -4 | -6 | -16 | 13 | 0.5 | -4 | 0
Cc1ccccc1NC(=O)COC(=O)c1c[nH]c(=O)[nH]c1=O | 0.4 | -5 | 15 | -1 | -4 | 12 | 0.3 | -11 | 0
CCOP(=O)(OCC)/C(=C/N1CCCCC1)NC(=O)c1ccccc1 | 0.7 | -3 | 1 | -6 | -4 | 17 | 0.8 | -13 | 12
CC(=O)Nc1ccc(S(=O)(=O)Nc2nc(C)cc(-n3nc(C)cc3C)n2)cc1 | 0.8 | -1 | -6 | -5 | -15 | 17 | 1.1 | -7 | 7
Nc1nonc1C(=O)NCCNCc1ccccc1OCc1ccccc1F | 3.7 | 0 | 22 | -10 | 3 | 19 | 17 | -23 | 15
COc1ccc(N2CCN(C(=O)CSc3nnc4nc(C)cc(C)n34)CC2)cc1 | 1.1 | -7 | x | -29 | -12 | -10 | 0.4 | -5 | x
O=C(NCc1ccccc1)c1ccc(CSc2ccccc2)o1 | 2.9 | -5 | -15 | -8 | -13 | 21 | -0.1 | -11 | 5
CC(OC(=O)CC1CC2CCC1C2)C(=O)Nc1ccc(N2CCOCC2)cc1 (configuration not stated) | 5.3 | 12 | 28 | -22 | 8 | 20 | 12 | -25 | 28
O=C1C(=Cc2ccc(F)cc2)CCc2ccccc21 | 1.5 | x | -8 | -11 | x | 7 | x | x | -1
COC(=O)C1=C(C(=O)OC)C(c2cc([N+](=O)[O-])ccc2O)c2sc(=O)[nH]c2S1 (configuration not stated) | 0.5 | -3 | -4 | -22 | -9 | 9 | 0.7 | 4 | 2
c1cn2cc(CSC3CCCCC3)nc2s1 | -0.3 | -3 | -8 | -9 | -16 | 15 | -0.7 | -16 | 3

Record cards (already shown).
Results for CC1CCC/C(=N\Nc2ccc(Cl)c(C(=O)O)c2)C1 (configuration not stated) = CHO-K1 Ca ag = 0.1; M1 ag = 0; TAAR1 antag = -2; CHO-K1 Ca antag = 3; CHO parental Ca = 6; CHO-K1 Ca PAM = -1; V1R ag counter = 0.2; OXTR potentiator = 2; TAAR1 ag = 1
Results for CCOP(=O)(OCC)/C(=C/N1CCCCC1)NC(=O)c1ccccc1 = CHO-K1 Ca ag = 0.7; M1 ag = -3; TAAR1 antag = 1; CHO-K1 Ca antag = -6; CHO parental Ca = -4; CHO-K1 Ca PAM = 17; V1R ag counter = 0.8; OXTR potentiator = -13; TAAR1 ag = 12

Laid out differently: results already given
> O=C1C(=Cc2ccc(F)cc2)CCc2ccccc21
  CHO-K1 Ca ag: 1.5	M1 ag: x	TAAR1 antag: -8	CHO-K1 Ca antag: -11	CHO parental Ca: x	CHO-K1 Ca PAM: 7	V1R ag counter: x	OXTR potentiator: x	TAAR1 ag: -1
> COC(=O)C1=C(C(=O)OC)C(c2cc([N+](=O)[O-])ccc2O)c2sc(=O)[nH]c2S1 (configuration not stated)
  CHO-K1 Ca ag: 0.5	M1 ag: -3	TAAR1 antag: -4	CHO-K1 Ca antag: -22	CHO parental Ca: -9	CHO-K1 Ca PAM: 9	V1R ag counter: 0.7	OXTR potentiator: 4	TAAR1 ag: 2

More records:
SMILES | CHO-K1 Ca ag | M1 ag | TAAR1 antag | CHO-K1 Ca antag | CHO parental Ca | CHO-K1 Ca PAM | V1R ag counter | OXTR potentiator | TAAR1 ag
COc1ccc(-c2nc3scc(-c4ccccc4)n3n2)cc1 | -0.2 | 0 | 8 | -5 | -23 | -4 | -0.6 | -10 | 13
C[C@@H]1CN([C@@H](C)CO)C(=O)CCCn2nncc2CO[C@@H]1CN(C)C(=O)OCc1ccccc1 | 0.5 | -3 | -32 | -9 | x | 12 | x | x | -1
COC(=O)[C@H](CCSC)NC(=O)NCCc1ccc(F)cc1 | 0.3 | -5 | -12 | -10 | -3 | 24 | 0.4 | -4 | 7
CCN1C(=O)c2ccc(C(=O)Nc3nccs3)cc2C1=O | 0.3 | -1 | 17 | 17 | -23 | 2 | 1.1 | 0 | 3
N=c1c(C(=O)NC2CCCC2)cc2c(=O)n3ccccc3nc2n1CCCN1CCOCC1 | -0.2 | -10 | -3 | -2 | -1 | 8 | -0.1 | 0 | -1
CCN(Cc1nc2cc(Cl)ccc2c(=O)[nH]1)C(=O)C1CC(=O)N(c2cccc3ccccc23)C1 (configuration not stated) | 0.9 | -7 | 0 | -11 | -35 | 2 | -0.1 | -5 | 2
CSc1ccc(/C=C(\NC(=O)c2ccc(C)cc2)C(=O)NN)cc1 | -0.1 | 1 | -35 | -2 | -22 | 1 | -1.5 | -7 | 3
Cc1nc(SC(C(=O)c2ccccc2)c2ccccc2)nc2ccccc12 (configuration not stated) | -0.1 | -6 | -22 | -6 | -5 | 20 | 0.4 | -2 | 2
NC(=O)c1cc([N+](=O)[O-])ccc1N1CCCCC1 | -0.1 | -9 | -7 | 8 | -4 | -2 | 0.5 | -6 | 2
COc1ccc(N2C(=S)NC(C)(C)CC2(C)c2ccc(OC(C)=O)cc2OC(C)=O)cc1 (configuration not stated) | 4.8 | -3 | 16 | 3 | -1 | -2 | 0.3 | 6 | 0
CC(=O)c1sc(Nc2ccc3c(c2)OCO3)nc1C | -0.4 | -6 | -28 | -8 | x | 12 | x | x | -2
C/C(N)=C(/C#N)C(=O)CSc1cc(C)c2ccccc2n1 | -0.1 | -4 | 4 | 7 | -8 | -10 | -0.1 | -5 | 8
c1ccc(-c2ccc3cnccc3n2)cc1 | 0.0 | -4 | -20 | -6 | x | 5 | x | x | 1
COc1ccc(/C=C2/CCc3ccccc3C2=O)cc1OC | 4.9 | -5 | 14 | -7 | -15 | 20 | 0.7 | -8 | 6
COc1ccc(CNC2CCCCC2)cc1 | -0.2 | -9 | -10 | -5 | 2 | -6 | 0.2 | -5 | 1
COc1cc(/C=C2/SC(=S)N(Cc3ccccc3)C2=O)ccc1O | 5.6 | 13 | 12 | 10 | 33* | -14 | 36* | -5 | 44*
CCOC(=O)N1CCN(C(=O)c2nn(C)c3c2CSc2ccccc2-3)CC1 | 1.2 | -2 | -17 | 11 | -15 | 11 | 0.6 | -2 | 0
Cc1cc(C(=O)CN2C(=O)CCC2=O)c(C)n1Cc1ccccc1 | 2.2 | 0 | 3 | -19 | -8 | 21 | 3.7 | -18 | 40*
Cc1ccc(CN2CCN(Cc3ccccc3)C(CCO)C2)s1 (configuration not stated) | 0.2 | -11 | 6 | -2 | -7 | 12 | 4.9 | -1 | 10
CCC(=O)Nc1sc(C(=O)Nc2ccccc2F)c(C)c1C(=O)OC | 0.9 | -1 | 4 | -5 | -22 | 24 | 0.1 | -8 | 3
CC(=O)N1N=C(c2ccncc2)OC12CCCCC2 | 0.4 | -2 | 6 | 6 | 0 | -3 | 0.0 | -9 | 2
CN(C)C=Nc1c(C(=O)c2ccccc2)sc2nccc(N(C)C)c12 | 1.6 | -5 | -3 | 3 | 0 | 7 | -0.4 | -3 | 3
CCCCCCC(=O)N/N=C/Cc1ccccc1 | -0.2 | -4 | -9 | 20 | -11 | -6 | -0.3 | -9 | 7
Cc1ccc(CNC(=O)c2ccc(NC(=O)CCS(=O)(=O)c3cccs3)cc2)cc1 | 0.2 | -2 | 9 | -7 | 98* | 6 | -0.7 | 1 | 11
CCOc1ccc(-n2c(C)nc3cc(C(=O)NCc4ccco4)ccc32)cc1 | 0.5 | -5 | 9 | -14 | -20 | 17 | 0.5 | -2 | 2

Arranged by value in TAAR1 antag (smallest number first): six from the list above.
SMILES,M1 ag,TAAR1 antag
CSc1ccc(/C=C(\NC(=O)c2ccc(C)cc2)C(=O)NN)cc1,1,-35
CCCCCCC(=O)N/N=C/Cc1ccccc1,-4,-9
C/C(N)=C(/C#N)C(=O)CSc1cc(C)c2ccccc2n1,-4,4
CC(=O)N1N=C(c2ccncc2)OC12CCCCC2,-2,6
COc1cc(/C=C2/SC(=S)N(Cc3ccccc3)C2=O)ccc1O,13,12
COc1ccc(/C=C2/CCc3ccccc3C2=O)cc1OC,-5,14
